Screens deposited in PubChem BioAssay by several laboratories.
RTF Ca sens inh: cardiac RTF calcium desensitization; P19429+P45379; IANBD-labeled cardiac RTF, Ca2+ fluorescence; inhibition, % at 7.15 µM; 0.12% of 340,000 active;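 active means inhibition above the mean inhibition of all tested compounds plus 3 SD, cut at about 17% in these data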;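 further: assay run at fixed EC70 calcium of 1.6 mM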
RTF Ca sens act: increases calcium sensitivity of human cardiac regulated thin filaments | P19429+P45379 | IANBD-labeled TnC RTF fluorescence at EC20 calcium; 0% EC20 calcium, 100% full calcium | activation, % at 7.2 µM | 0.24% of 340,000 active;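 active means activation above the mean over all tested compounds plus 3 SD, cut at about 30% in these data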;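 further: rise in fluorescence read as greater calcium sensitivity of cardiac thin filaments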
V-ATPase pH: yeast V-ATPase proton transport regulation by pHLuorin; S. cerevisiae, pHLuorin cytosolic pH fluorescence; response, % at 10 µM; 0.37% of 350,000 active; in the data active means response mostly above about 7.3%, no sharp cut-off; inactive means mostly below about 5.4%; further: actives read high; inactives centre near 0; some compounds called inactive have numbers as strong as hits; reference of the scale not given here
CAL-PDZ inh HTS: inhibitors of human CAL PDZ peptide binding | Q9HD26 | purified CAL PDZ, TMR-peptide fluorescence polarization, 1 h | inhibition, % at 24.9 µM | 0.92% of 300,000 active;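 active means mean inhibition of at least 30% with at least half of replicates also reaching 30%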;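 further: 0% = DMSO neutral control and 100% = excess unlabeled competitor peptide PRC23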
OPRM1-OPRD1 ag: agonists of human mu-delta opioid receptor heterodimerization | 0.3% of 340,000 active | cells, OPRM1-OPRD1 heterodimerization, luminescence | activation, % at 9.3 µM | AID 504326 | P35372+P41143; in the data active means activation above about 18%;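 further: 0% = vehicle-treated cells and 100% = reference agonist; values of inactives mirror those of a sister screen read the other way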
Keap1 Nrf2 FP: inhibitors of human Keap1-Nrf2 protein-protein interaction. Q14145. 0.15% of 340,000 active. Keap1 Kelch-Nrf2 peptide fluorescence polarization, 1536-well. inhibition, % at 9.4 µM. AID 504523; in the data active means inhibition above about 12%;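 further: human Keap1 Kelch domain with fluorescein labeled Nrf2 9mer peptide probe; 0% = neutral control wells and 100% = peptide positive control; higher means more block of Keap1 binding to Nrf2 peptide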
Target sequence (Q14145 whole entry, looked up, the tested form may be a part): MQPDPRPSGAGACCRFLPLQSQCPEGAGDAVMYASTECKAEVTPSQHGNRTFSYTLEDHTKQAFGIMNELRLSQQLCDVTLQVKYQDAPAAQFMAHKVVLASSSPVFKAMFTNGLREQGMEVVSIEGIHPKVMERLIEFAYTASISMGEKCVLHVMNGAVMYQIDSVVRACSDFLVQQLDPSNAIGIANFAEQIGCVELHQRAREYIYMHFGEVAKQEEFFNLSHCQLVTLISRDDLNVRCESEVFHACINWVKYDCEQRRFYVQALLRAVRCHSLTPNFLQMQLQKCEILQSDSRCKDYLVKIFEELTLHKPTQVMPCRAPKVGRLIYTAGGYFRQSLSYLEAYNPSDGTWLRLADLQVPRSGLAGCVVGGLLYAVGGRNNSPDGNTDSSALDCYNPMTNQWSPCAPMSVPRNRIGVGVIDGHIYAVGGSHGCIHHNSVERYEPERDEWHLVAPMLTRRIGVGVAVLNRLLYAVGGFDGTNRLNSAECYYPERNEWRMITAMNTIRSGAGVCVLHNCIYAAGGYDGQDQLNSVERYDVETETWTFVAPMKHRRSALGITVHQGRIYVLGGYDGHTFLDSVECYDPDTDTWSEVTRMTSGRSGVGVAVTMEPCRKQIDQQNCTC
HTR5A ag: HTR5A agonism, opioid heterodimer counter-screen | P47898 | HTR5A agonist assay, luminescence, cell-based | activation, % at 9.3 µM | 0.61% of 340,000 active | AID 504692; in the data active means activation mostly above about 9.5%, no sharp cut-off; inactive means mostly below about 7.6%;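 further: 0% = cells with vehicle only and 100% = reference agonist; strong numbers were not always called active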
Target sequence (P47898 whole entry, looked up): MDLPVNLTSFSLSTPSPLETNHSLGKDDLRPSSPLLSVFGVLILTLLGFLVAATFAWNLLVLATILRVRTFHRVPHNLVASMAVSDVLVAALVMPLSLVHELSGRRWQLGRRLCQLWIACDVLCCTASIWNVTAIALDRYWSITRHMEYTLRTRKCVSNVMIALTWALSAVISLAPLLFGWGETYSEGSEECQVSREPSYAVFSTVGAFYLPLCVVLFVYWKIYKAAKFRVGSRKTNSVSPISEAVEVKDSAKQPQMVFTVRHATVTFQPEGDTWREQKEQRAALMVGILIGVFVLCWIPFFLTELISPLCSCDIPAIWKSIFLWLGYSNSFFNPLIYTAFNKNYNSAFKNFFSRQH
HTR5A inv ctr: counter-screen for OPRM1-OPRD1 inverse agonists: human HTR5A inverse agonism | P47898 | 0.083% of 340,000 active | inhibition, % at 9.3 µM | HTR5A cell line, luminescence; in the data active means inhibition mostly above about 23%, no sharp cut-off; inactive means mostly below about 18%;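 further: 0% = cells with DMSO and 100% = no-cell wells with DMSO; some compounds called inactive have numbers as strong as hits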
OPRM1-OPRD1 inv: mu-delta opioid heterodimer inverse agonism. inhibition, % at 9.3 µM. 0.21% of 340,000 active. P35372+P41143. cell-based MOR-DOR heterodimer luminescence; in the data active means inhibition above about 22%, passing the limit was not always enough;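 further: 0% = cells with DMSO and 100% = wells without cells with DMSO; values of inactives mirror those of a sister screen read the other way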
C-LANA FP: KSHV C-LANA DNA binding inhibition; MBP-C-LANA/FAM-LBS DNA binding, fluorescence polarization; 0.078% of 340,000 active; inhibition, % at 9 µM;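 active means highest replicate inhibition at or above 60% at 9 µM, even if other replicates fall short; inactive means all replicates below 60% inhibition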;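 further: 0% = neutral control wells and 100% = 4 µM acridine orange control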
The depositor's hits bear a star; x = not tested or not shown.

cpd	SMILES	RTF Ca sens inh	RTF Ca sens act	V-ATPase pH	CAL-PDZ inh HTS	OPRM1-OPRD1 ag
1	COc1ccc(C(=O)OCc2csc(C)n2)c(O)c1	-7.1	5.9	-1.0	-1.4	-3.3
2	Cc1cc(C(=O)NNC(=O)Cc2ccc(Cl)cc2)c(C)o1	7.1	-2.2	10.2	0.1	-0.6
3	COc1ccccc1C(=O)Nc1nc2ccccc2s1	4.0	3.5	0.4	0.1	-0.2
4	O=C(NC1CCCCC1)c1cccc(OCc2ccccc2)c1	3.7	-4.6	0.8	-6.0	-2.2
5	CC1=NC(C)(C)CC2CCC(O)C12 (configuration not stated)	-2.3	-3.5	-0.7	x	-2.7
6	Cc1onc(-c2ccccc2Cl)c1C(=O)OCC(=O)c1ccc2c(c1)OCCO2	-11.1	3.4	4.0	3.1	-3.1
7	COc1ccc(NC(=O)CN(C)C(=O)CN2C(=O)c3ccc([N+](=O)[O-])cc3C2=O)cc1	-2.4	-1.1	-1.3	-2.9	3.8
8	CC(O)CNCCOc1ccccc1OCc1ccccc1 (configuration not stated)	-2.1	3.2	3.0	0.1	-1.1

cpd	Keap1 Nrf2 FP	HTR5A ag	HTR5A inv ctr	OPRM1-OPRD1 inv	C-LANA FP
1	-2.9	1.6	-4.1	15.1	1.2
2	2.4	1.4	-3.5	3.4	-4.0
3	-2.7	2.6	2.5	1.4	1.3
4	0.7	3.0	12.5	11.4	-1.3
5	0.2	3.3	-12.8	13.4	-0.4
6	-0.5	0.8	-10.0	17.0	-3.9
7	2.5	2.4	-19.4	-26.1	0.0
8	2.2	0.9	-2.2	5.3	0.5

Additional structures follow:
cpd	SMILES	RTF Ca sens inh	RTF Ca sens act	V-ATPase pH	CAL-PDZ inh HTS	OPRM1-OPRD1 ag
9	Cc1ccc(S(=O)(=O)NCC(c2ccco2)S(=O)(=O)c2ccccc2)cc1 (configuration not stated)	-5.3	-2.1	-1.5	0.4	-0.8
10	O=C(NCC1CCCO1)C(c1ccncc1)N(Cc1cccs1)C(=O)Cn1nnc(-c2ccc(F)cc2)n1 (configuration not stated)	-4.0	-0.8	-3.8	-0.2	-2.1
11	Cc1cccc(C(=O)OCC(=O)c2c(N)n(CC(C)C)c(=O)n(C)c2=O)c1[N+](=O)[O-]	-18.7	-15.7	-2.5	-3.7	0.8
12	CCc1cccc(OCC2Cn3c(nc4c3c(=O)[nH]c(=O)n4C)O2)c1 (configuration not stated)	-3.5	-2.5	0.4	-1.2	-1.8
13	Cc1noc(NS(=O)(=O)c2ccc(NC(=O)COc3ccc(C#N)cc3)cc2)c1C	-7.2	-3.2	-2.4	-2.0	-2.0
14	O=C(NC(=S)N1CCN(c2ccc(Cl)cc2[N+](=O)[O-])CC1)c1cccs1	1.0	-4.9	-0.6	-0.2	-0.4
15	COc1cccc(-c2cc(C(=O)N3CC4(C)CC3CC(C)(C)C4)no2)c1 (configuration not stated)	0.7	-3.9	-5.7	-3.3	1.6
16	O=C(NCCOc1nc(N2CCOCC2)nc(N2CCOCC2)n1)Nc1ccccc1	-1.7	-1.1	-3.7	-2.4	-0.5

cpd	Keap1 Nrf2 FP	HTR5A ag	HTR5A inv ctr	OPRM1-OPRD1 inv	C-LANA FP
9	-0.6	7.0	-19.4	5.3	-0.6
10	-3.9	2.1	-5.8	10.6	1.8
11	-1.3	-1.2	3.1	-5.5	-0.9
12	-3.8	-3.8	14.1	8.7	-0.5
13	-1.2	1.2	-4.6	9.5	-0.5
14	3.5	-0.1	-31.3	2.1	-0.4
15	-1.3	-4.3	-14.2	-8.8	0.0
16	-3.8	4.5	-27.8	2.7	-1.3

Continuation:
cpd	SMILES	RTF Ca sens inh	RTF Ca sens act	V-ATPase pH	CAL-PDZ inh HTS	OPRM1-OPRD1 ag
17	CCC(CC)C(=O)Nc1nc(-c2ccc3c(c2)CCN3C(=O)C2CC2)c(C)s1	8.1	-5.1	0.3	-2.2	-1.1
18	CCOC(=O)c1[nH]c2ccc(F)cc2c1N=C(C)N(CC)CC	-6.1	5.8	-1.1	-2.0	-3.2
19	Cc1[nH]c2ccc(C(=O)OC(C)C(=O)NCc3ccccc3)cc2c1C (configuration not stated)	-3.2	-13.3	1.2	-2.5	-1.1
20	COC(=O)C1=C(O)/C(=C\c2cc(C)n(-c3ccccc3F)c2C)N=C1C	-26.9	3.1	-3.1	-0.9	2.9
21	COc1ccc(C(=O)NNC(=O)Cc2ccc(-c3ccccc3)cc2)cc1OC	6.7	2.6	2.7	-1.6	-1.5
22	CCn1nc(NS(=O)(=O)c2ccc(NC(C)=O)cc2)c2cc3cccc(C)c3nc21	-9.5	-9.2	-3.8	-2.9	-4.0
23	N#Cc1ccccc1Cn1c(=O)n(C2CCCC2)c(=O)c2ccccc21	-11.7	1.3	3.0	-6.1	2.4
24	COc1ccc(C(=O)NC(C)CCn2cccn2)cc1OC1CCN(C(C)C)CC1 (configuration not stated)	1.1	1.9	0.5	-7.6	-2.9

cpd	Keap1 Nrf2 FP	HTR5A ag	HTR5A inv ctr	OPRM1-OPRD1 inv	C-LANA FP
17	1.7	11.9	-28.9	5.4	2.6
18	-5.6	-3.4	-9.6	13.4	0.3
19	-1.4	7.0	2.9	6.0	-1.8
20	-4.1	-1.2	3.5	-16.4	1.7
21	-2.0	3.4	-29.8	9.3	-1.1
22	-3.6	-1.4	5.2	20.8	0.8
23	-0.9	5.4	-3.2	-14.7	1.1
24	1.2	1.6	-25.5	16.0	-0.1

(listing goes on)
cpd	SMILES	RTF Ca sens inh	RTF Ca sens act	V-ATPase pH	CAL-PDZ inh HTS	OPRM1-OPRD1 ag
25	COCCCn1c(=O)c2sccc2n(Cc2ccc(C)cc2)c1=O	-4.0	-7.0	-1.5	-5.9	-1.4
26	CCNC(=O)CSc1nnc(-c2cc(-c3ccc(Cl)cc3)nc3ccccc23)o1	-2.3	1.2	8.0	x	-0.6
27	Cc1ccc(-n2c(N)c(-c3nc4ccccc4n3C)sc2=S)cc1	-7.7	4.2	3.1	-1.1	-0.6
28	CC(CNC(=O)c1ccc(N)cc1)NC(=O)c1ccc(N)cc1 (configuration not stated)	-6.5	3.8	-1.3	-3.1	-2.8
29	O=C(CCCCn1c(=O)c2ccccc2n(CC(=O)Nc2cccc(F)c2)c1=O)NCc1ccco1	-9.7	4.7	-1.1	-0.3	-1.1
30	COc1ccc(-c2cc(C(=O)OCC(=O)Nc3ccc4c(c3)OCO4)c3ccccc3n2)cc1	-3.4	1.5	0.2	-2.8	5.0
31	COc1ccc(CCNC(=O)C(=O)NCC2OCCN2S(=O)(=O)c2ccc(Br)cc2)cc1 (configuration not stated)	-9.9	4.4	1.2	-0.9	-0.6
32	COc1ccc(CN2C3CCCC2CC(NC(=O)c2cccc(F)c2)C3)cc1 (configuration not stated)	0.6	3.4	4.0	-3.7	1.1

cpd	Keap1 Nrf2 FP	HTR5A ag	HTR5A inv ctr	OPRM1-OPRD1 inv	C-LANA FP
25	-0.9	0.2	-0.9	6.4	-4.8
26	0.1	-1.1	2.8	3.2	0.6
27	-1.6	5.7	-17.5	2.9	0.6
28	1.5	1.5	8.0	13.8	-0.7
29	-0.6	6.7	17.9	4.9	-0.5
30	-2.1	2.5	-8.6	-26.2	0.9
31	3.3	-2.7	11.7	3.1	-0.4
32	-5.1	12.2	-33.9	-5.5	-0.3

Another view of two compounds above:
No. | compound | RTF Ca sens inh | RTF Ca sens act | V-ATPase pH | CAL-PDZ inh HTS | OPRM1-OPRD1 ag | Keap1 Nrf2 FP | HTR5A ag | HTR5A inv ctr | OPRM1-OPRD1 inv | C-LANA FP
26 | CCNC(=O)CSc1nnc(-c2cc(-c3ccc(Cl)cc3)nc3ccccc23)o1 | -2.3 | 1.2 | 8.0 | x | -0.6 | 0.1 | -1.1 | 2.8 | 3.2 | 0.6
27 | Cc1ccc(-n2c(N)c(-c3nc4ccccc4n3C)sc2=S)cc1 | -7.7 | 4.2 | 3.1 | -1.1 | -0.6 | -1.6 | 5.7 | -17.5 | 2.9 | 0.6

Other entries follow:
cpd	SMILES	RTF Ca sens inh	RTF Ca sens act	V-ATPase pH	CAL-PDZ inh HTS	OPRM1-OPRD1 ag
33	CCOc1ccc(C(=O)N(Cc2ccc(N(C)C)cc2)C2CCS(=O)(=O)C2)cc1 (configuration not stated)	0.8	-1.8	-1.7	-2.8	-0.4
34	O=C(Nc1ccccc1C(=O)N1CCOCC1)c1cccnc1	0.6	-2.8	-0.2	-0.7	-1.9
35	CC1(C)Oc2ccc3ccc(=O)oc3c2/C(=C/NC2CCCCC2)C1=O	0.6	-12.7	-1.6	-4.3	6.0
36	CCOC(=O)N1CCN(C(=O)c2nn(-c3ccc(C)cc3)c(=O)c3c2c2ccccc2n3C)CC1	-6.2	-3.5	-3.0	-4.8	-1.7
37	COc1ccc(C(=O)Nc2nnc(S(=O)(=O)Cc3ccc(F)cc3)s2)cc1	-2.3	-7.7	-4.2	-2.5	-1.9
38	CCCCCCC(CC(=O)NCc1cccnc1)CC(=O)NCc1cccnc1	-5.4	-4.6	-0.7	-6.1	-0.2
39	CC(=O)N(c1ccccc1)C1CC(C)N(C(=O)c2ccccc2)c2ccccc21 (configuration not stated)	-0.2	-3.3	2.8	x	-0.6
40	CC(=O)OC(C(=O)NCc1ccc2c(c1)OCO2)c1ccccc1Cl (configuration not stated)	-0.3	-2.2	-4.8	-7.1	0.4

cpd	Keap1 Nrf2 FP	HTR5A ag	HTR5A inv ctr	OPRM1-OPRD1 inv	C-LANA FP
33	2.9	-2.7	-25.1	2.5	-0.5
34	1.0	0.9	-19.3	11.5	-0.2
35	-4.0	-0.7	28.1	-29.8	-1.4
36	0.4	0.6	-10.4	9.6	-0.8
37	2.0	-0.8	3.0	9.7	0.0
38	-2.7	3.0	-10.3	1.2	-1.3
39	3.2	-7.4	4.5	2.9	0.0
40	1.9	1.4	2.1	-2.0	0.4

Among those listed so far, these have fluorine.
cpd	SMILES	RTF Ca sens inh	RTF Ca sens act	V-ATPase pH	CAL-PDZ inh HTS	OPRM1-OPRD1 ag
10	O=C(NCC1CCCO1)C(c1ccncc1)N(Cc1cccs1)C(=O)Cn1nnc(-c2ccc(F)cc2)n1 (configuration not stated)	-4.0	-0.8	-3.8	-0.2	-2.1
18	CCOC(=O)c1[nH]c2ccc(F)cc2c1N=C(C)N(CC)CC	-6.1	5.8	-1.1	-2.0	-3.2
20	COC(=O)C1=C(O)/C(=C\c2cc(C)n(-c3ccccc3F)c2C)N=C1C	-26.9	3.1	-3.1	-0.9	2.9
29	O=C(CCCCn1c(=O)c2ccccc2n(CC(=O)Nc2cccc(F)c2)c1=O)NCc1ccco1	-9.7	4.7	-1.1	-0.3	-1.1
32	COc1ccc(CN2C3CCCC2CC(NC(=O)c2cccc(F)c2)C3)cc1 (configuration not stated)	0.6	3.4	4.0	-3.7	1.1
37	COc1ccc(C(=O)Nc2nnc(S(=O)(=O)Cc3ccc(F)cc3)s2)cc1	-2.3	-7.7	-4.2	-2.5	-1.9

cpd	Keap1 Nrf2 FP	HTR5A ag	HTR5A inv ctr	OPRM1-OPRD1 inv	C-LANA FP
10	-3.9	2.1	-5.8	10.6	1.8
18	-5.6	-3.4	-9.6	13.4	0.3
20	-4.1	-1.2	3.5	-16.4	1.7
29	-0.6	6.7	17.9	4.9	-0.5
32	-5.1	12.2	-33.9	-5.5	-0.3
37	2.0	-0.8	3.0	9.7	0.0
